Screening results: PubChem BioAssay, several laboratories
KOR beta-arrestin-1 – kappa opioid receptor activators – cell-based, luminescence, uHTS, primary screen (AID 1777) | KOR beta-arrestin recruitment, luminescence; higher % means a stronger effect | activation, % at 10 µM, or EC50 in µM where a hit was titrated | 280,000 compounds, 0.02% hits; in the data active means activation above about 50%, passing the limit was not always enough; further: a part of the inactive calls stands beside numbers as strong as those of hits
Myeloid diff 2 – myeloid differentiation induction; calls only at 10 µM; ER-HoxA9 myeloid progenitors, lysozyme-GFP differentiation, flow cytometry; 360,000 compounds, 1% hits;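 active means normalized GFP-positive differentiation at or above the plate's own cutoff, the solvent-only control mean plus 3 SD; inconclusive means no clear call, values can overlap the other calls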;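 further: cells exposed to compound for four days before flow analysis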
HEK293 NOD2/NF-kB – NOD2 signaling inhibitors, cell-based, luminescence, uHTS, HEK293 (AID 1566); 290,000 compounds, 0.63% hits; HEK293 NOD2/NF-kB luciferase reporter, luminescence; higher % means a stronger effect; one-dose inhibition, % at 4 µM; EC50 in µM for titrated hits; further: many of its hits are not listed in these tables
Salmonella PhoP GFP – inhibitors of PhoP regulon expression, primary screen, Salmonella Typhimurium, GFP reporter (AID 1863); S. Typhimurium PhoP-regulated promoter GFP reporter, 4 h; higher % means a stronger effect; inhibition, % at 50 µM; hits with a dose series show IC50 in µM; 300,000 compounds, 0.16% hits;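 active means inhibition over 29.93%, a cutoff 3 SD above the screen mean, later confirmed by dose response; inconclusive means inhibition over 29.93% but no dose response follow-up; inactive means inhibition at most 29.93% or unconfirmed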;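 further: 0% = low Mg2+ inducing control and 100% = high Mg2+ repressing control; strong numbers were not always called active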
LYP phosphatase – PTPN22 lymphoid phosphatase activity blockers – biochemical, fluorescence intensity, uHTS (AID 1779) | 290,000 compounds, 0.054% hits | one-dose inhibition, % at 11.5 µM; IC50 in µM for titrated hits | recombinant LYP phosphatase, fluorescence intensity; higher % means a stronger effect;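 further: plate controls were vehicle with enzyme for no effect and no enzyme for full effect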
KOR beta-arrestin-2 – KOR antagonists, beta-arrestin recruitment, cell-based, luminescence, uHTS (AID 1778) | one-dose inhibition, % at 10 µM; IC50 in µM for titrated hits | KOR beta-arrestin recruitment, luminescence, antagonist mode; higher % means a stronger effect | 290,000 compounds, 0.091% hits; further: strong numbers were not always called active
NOD1 NF-kB reporter – inhibition of NOD1-driven NF-kB reporter – cell-based, luminescence, uHTS, primary screen (AID 1578); NOD1-driven NF-kB luciferase reporter cells, luminescence; higher % means a stronger effect; inhibition, % at 4 µM; hits with a dose series show EC50 in µM; 290,000 compounds, 1% hits; in the data active means inhibition mostly above about 36%, no sharp cut-off; inactive means mostly below about 34%;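 further: HEK-293T reporter cells stimulated with the NOD1 agonist gamma-tri-DAP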
HIV peptide binding – inhibitors of HIV fusion peptide binding, primary screen, biochemical, uHTS, fluorescence dequenching (AID 1986) | cell-free peptide binding, fluorescence dequenching, 30 min; higher % means a stronger effect | one-dose inhibition, % at 20 µM; IC50 in µM for titrated hits | 290,000 compounds, 0.3% hits; in the data active means inhibition mostly above about 52%, no sharp cut-off; inactive means mostly below about 76%; further: some results filed as inactive read as strong as hits
Siah-1 displacement – Siah-1 peptide-binding antagonists, primary screen, biochemical, fluorescence polarization, rhodamine-plectin, uHTS (AID 1817) | Siah-1 / rhodamine-plectin peptide fluorescence polarization; higher % means a stronger effect | displacement, % at 20 µM; hits with a dose series show IC50 in µM | 290,000 compounds, 0.02% hits;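 active means displacement of at least 50% at 20 µM, with a fluorescence ratio check between 0.3 and a set limit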;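 further: plate controls were Siah plus tracer with DMSO for no effect and tracer alone without Siah for full effect; strong numbers were not always called active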
Myeloid diff 2 GFP+ MAC1+ % – second read-out of Myeloid diff 2, no call of its own (marks repeat the call); GFP+ MAC1+ double positive, %; measured here: differentiation confirmed by MAC1 staining
An asterisk follows results filed as active; i = inactive; ? = inconclusive; / = no result given; + = active, no number; & = joins results of further samples; [ ] = another dose, or the depositor's remark. Unless noted, no stated cut-off is given here; in the data, active means inhibition above about 50%; inactive means the rest. A portion of the library; count on the stated rates, not on these rows.

SMILES	KOR beta-arrestin-1	Myeloid diff 2	Myeloid diff 2 GFP+ MAC1+ %	HEK293 NOD2/NF-kB	Salmonella PhoP GFP	LYP phosphatase	KOR beta-arrestin-2	NOD1 NF-kB reporter	HIV peptide binding	Siah-1 displacement
CCn1cc(C2=NOC(C(=O)Nc3cccc(C(C)=O)c3)C2)c(C)n1 (stereo not drawn)	-3.2%	i	9.2	19%	0%	-5%	29%	57%	-3.5%	-4%
COc1ccc2c(=O)c(N3C(=O)c4ccccc4C3=O)coc2c1	-3.6%	i	1.0	-18%	-3%	-2%	29%	-26%	1.1%	3%
C=CCN1CC(=O)N2C(c3ccccc3)c3[nH]c4ccccc4c3C[C@H]2C1=O (stereo partly drawn)	9.6%	i	0.5	-15%	4%	-6%	-2%	0%	-0.4%	-6%
O=C1CN(C(=O)c2cc(Br)c(Br)s2)c2ccccc2N1	1.0%	i	0.8	-17%	-9%	-1%	-34%	8%	0.4%	-4%
S=C(c1ccccc1)N1CCSCC1	4.3%	i	0.7	-12%	-7%	-6%	-12%	0%	-0.6%	-7%
CCN(CC)CCCn1c(SCC(=O)Nc2cccc(F)c2)nnc1-c1ccoc1C	2.2%	i	0.6	-10%	-8%	-8%	-20%	-12%	-0.3%	-3%
COC(=O)N/N=C/c1cn(CCOc2ccc(OC)cc2)c2ccccc12	-0.9%	i	0.3	1%	3%	0%	6%	2%	1.1%	-2%
CCC(=O)c1ccc(N2CCCC2)c(F)c1	-4.4%	i	0.3	-14%	-7%	6%	18%	-41%	1.7%	0%
COc1ccccc1/C=C/C=N/N1CCN(Cc2cccc3ccccc23)CC1	-2.1%	i	0.8	16%	-7%	4%	16%	7%	-2.6%	1%
COc1ccc(-c2nnc3sc(CCN4C(=O)c5ccccc5C4=O)nn23)cc1	/	i	0.5	5%	2%	1%	-5%	-20%	-3.2%	-1%

Three records drawn at random from those above:
SMILES	KOR beta-arrestin-1	Myeloid diff 2	Myeloid diff 2 GFP+ MAC1+ %	HEK293 NOD2/NF-kB	Salmonella PhoP GFP	LYP phosphatase	KOR beta-arrestin-2	NOD1 NF-kB reporter	HIV peptide binding	Siah-1 displacement
CCC(=O)c1ccc(N2CCCC2)c(F)c1	-4.4%	i	0.3	-14%	-7%	6%	18%	-41%	1.7%	0%
CCN(CC)CCCn1c(SCC(=O)Nc2cccc(F)c2)nnc1-c1ccoc1C	2.2%	i	0.6	-10%	-8%	-8%	-20%	-12%	-0.3%	-3%
O=C1CN(C(=O)c2cc(Br)c(Br)s2)c2ccccc2N1	1.0%	i	0.8	-17%	-9%	-1%	-34%	8%	0.4%	-4%

New compounds follow.
SMILES	KOR beta-arrestin-1	Myeloid diff 2	Myeloid diff 2 GFP+ MAC1+ %	HEK293 NOD2/NF-kB	Salmonella PhoP GFP	LYP phosphatase	KOR beta-arrestin-2	NOD1 NF-kB reporter	HIV peptide binding	Siah-1 displacement
O=C(c1ccc(CS(=O)(=O)c2ccc(Br)cc2)o1)N1CCCC1	4.6%	i	1.4	16%	-1%	-16%	-25%	10%	-3.3%	-1%
CC(C)C(=O)NNC(=O)CSc1ncnc2c1cnn2-c1ccccc1Cl	1.0%	i	0.1	10%	-6%	-8%	-4%	-2%	0.2%	1%
CC1=CC(C2CC(=O)N(c3ccccc3C)C2=O)CC2C(=O)N(c3ccccc3C)C(=O)C12 (stereo not drawn)	0.3%	i	0.5	8%	-2%	-7%	-18%	26%	-1.6%	-2%
Cc1nn(C)c(NC(=O)c2ccc(Cl)cc2Cl)c1Br	-3.4%	+	11*	22%	3%	-14%	25%	12%	-0.2%	-6%
Cc1ccc(-c2cc(C(=O)Nc3cnn(C45CC6CC(CC(C6)C4)C5)c3)no2)cc1	2.2%	i	2.2	8%	-11%	1%	-10%	-35%	2.0%	6%
CC(C)CN(C(=O)COC(=O)c1ccc2c(c1)NC(=O)CS2)C1CCS(=O)(=O)C1 (stereo not drawn)	7.9%	i	1.7	22%	-3%	-2%	22%	20%	0.8%	0%
CCN(CC)CCN(C(=O)c1ccc(C(=O)c2ccccc2)cc1)c1nc2cc3c(cc2s1)OCO3	-4.2%	i	0.7	14%	4%	-7%	0%	0%	-1.9%	-4%
CC1CCCN(CC(O)CN)C1 (stereo not drawn)	10%	i	2.2	8%	3%	-7%	25%	-20%	2.2%	4%
Cc1ccccc1C(=O)OCc1cnc(Cl)s1	-3.7%	i	0.9	10%	0%	-5%	8%	-9%	0.8%	6%
Cn1c(SCC(=O)CC(=O)Nc2ccccc2)nnc1-c1ccc(O)cc1	0.2%	i	5.9	7%	3%	-2%	-8%	-22%	10%	6%
COCCn1c(=NC(=O)c2nc3ccccc3s2)sc2cc(S(C)(=O)=O)ccc21	-2.1%	i	0.7	12%	-5%	-2%	-1%	-12%	5.9%	-1%
O=C1CSC(c2ccc([N+](=O)[O-])cc2)N1c1ccccc1F (stereo not drawn)	-7.7%	i	0.6	14%	2%	-6%	-1%	4%	-1.8%	-2%
Cc1ccccc1NC(=O)OCc1cn(-c2ccc(Cl)cc2)nn1	-5.0%	i	0.7	5%	-3%	-8%	23%	6%	2.7%	3%
S=c1[nH]c(-c2cccs2)cn1-c1ccccc1	8.5%	i	1.5	-54%	14%	-6%	-30%	-46%	-1.4%	-2%
Fc1ccccc1Nc1ncnc2c1nnn2Cc1ccccc1	-4.0%	/	/	6%	-4%	-3%	34%	-10%	-1.1%	4%
CCCN1C2=C(C(=O)CCC2)C(c2ccc(O)c(Br)c2)C2=C1CCCC2=O	-2.6%	+	3.4*	25%	28%	3%	8%	-11%	12%	-5%
COc1cc(CCC(=O)Nc2ccc(C)c(S(=O)(=O)N(C)C)c2)cc(OC)c1OC	3.6%	i	0.8	8%	-4%	5%	14%	-4%	1.7%	3%
O=C(NCc1ccc(F)cc1)C(=O)NCC1OCCN1C(=O)c1cccs1 (stereo not drawn)	-4.2%	i	2.1	4%	0%	-14%	33%	-24%	-0.5%	1%
c1ccc(C2OC3c4cccc5cccc(c45)C3N2c2ccccc2)cc1 (stereo not drawn)	8.8%	i	2.0	9%	6%	0%	24%	-16%	-0.9%	8%
Cc1cccc(C)c1NC(=O)Nc1cccs1	5.8%	i	2.4	-14%	16%	-4%	-81%	-14%	-0.9%	-1%
CC(=O)c1ccc(C(=O)N2CCCC(CO)(Cc3ccccc3C)C2)s1 (stereo not drawn)	-1.6%	i	1.3	10%	/	-7%	-14%	-39%	-0.3%	11%
CCC(C)NC(=O)Cc1cn(C)c2ccccc12 (stereo not drawn)	-9.2%	i	0.7	-2%	6%	-1%	17%	-18%	2.6%	2%
C=CCSC(=C(C#N)C#N)c1cc2c([nH]1)CCCC2	5.7%	+	2.8*	-20%	3%	-2%	-31%	-70%	1.1%	-2%
CCc1nn2c(=O)c(S(=O)(=O)Nc3ccccc3)c(C)nc2s1	-1.4%	i	0.5	3%	3%	-5%	11%	-37%	-1.4%	2%
Cc1ncc([N+](=O)[O-])n1Cc1ccc(Br)cc1	-4.9%	i	0.1	1%	9%	0%	30%[20 µM]	-17%	1.0%	0%
S=C1NCCc2ccc(Cl)cc2C1c1ccccc1 (stereo not drawn)	-7.9%	i	1.0	-2%	-1%	0%	11%	-19%	-0.6%	0%
N#CCC(N)=C(C#N)C#N	0.0%	i	1.5	-10%	-4%	5%	-14%	-32%	39%	14%
CC(=O)c1ccc(NC(=O)Nc2ccc(NS(=O)(=O)c3ccc(C)cc3)cc2)cc1	0.2%	i	1.0	15%	4%	4%	-8%	-6%	-0.8%	2%
CN(C)CCCNS(=O)(=O)c1cc(Cl)ccc1Cl	-2.9%	i	0.9	3%	-2%	-6%	-7%	-14%	-0.2%	3%
CSc1ccccc1NC(=O)Nc1cccc(Cl)c1C	-0.7%	i	0.1	-6%	1%	-13%	13%	-4%	1.5%	16%
Cc1ccn2cc(CNS(=O)(=O)c3ccc4c(c3)OCCO4)nc2c1	-2.0%	i	1.3	13%	-3%	-4%	-30%	11%	-1.0%	-4%
CC(C)N1CCc2c(sc(NC(=O)c3ccco3)c2C(N)=O)C1	6.2%	+	16*	-8%	-3%	-7%	-15%	-22%	9.6%	-1%
Cc1n[nH]c(C)c1S(=O)(=O)N1CCC(C(=O)Nc2cccc(F)c2)CC1	5.0%	i	1.3	-11%	-3%	-10%	-28%	8%	0.5%	-1%
CCCCC(=O)Nc1nnc(SCC(=O)N2CCN(c3ccccc3OC)CC2)s1	-7.1%	i	0.8	4%	1%	-4%	-15%	7%	-0.9%	-1%
O=C(c1ccccc1)c1ccc2ccccc2n1	-1.7%	i	0.8	-6%	4%	-9%	/	-2%	-2.8%	-4%
COc1ccc(C(C)=O)cc1CSc1nc(C)cc(C)n1	-3.1%	i	0.3	24%	-2%	-8%	-2%	-25%	-0.7%	-5%
Cc1ccc(CN2CCN(c3ccccc3)CC2)o1	0.2%	i	0.4	0%	2%	-4%	13%	-15%	1.6%	10%
O=C(NCC1CC1)[C@@H]1C[C@H]1[C@@H](NP(=O)(c1ccccc1)c1ccccc1)c1ccccc1	-0.1%	i	0.5	9%	-4%	-7%	-64%	35%	0.1%	-6%
CCN(CC)CCNc1ccc(CO)c2sc3ccccc3c(=O)c12	-1.2%	?	/	4%	-8%&8%	-1%	-2%	-40%	27%	58%
O=C(c1ccco1)N1CCN(C23CC4CC(CC(C4)C2)C3)CC1	-1.7%	i	0.7	-9%	-3%	-9%	2%	-8%	0.4%	4%
O=C(O)CCS(=O)(=O)c1nc(-c2cccs2)cc(C(F)(F)F)n1	-2.5%	i	6.0	11%	28%	-2%	16%	-19%	2.6%	1%
Cc1cccc(CCNC(=O)C2CCC(CNc3c(N4CCCC4)c(=O)c3=O)CC2)c1 (stereo not drawn)	-0.7%	i	1.9	4%	-5%	2%	-4%	-18%	2.6%	3%
Cc1cc(SCC(=O)c2ccccc2)nc(SCC(=O)c2ccccc2)n1	-1.8%	i	0.7	26%	-2%	-6%	-23%	33%	-1.7%	-1%
O=C(c1cc([N+](=O)[O-])ccc1Cl)N1CCN(c2ccccn2)CC1	3.1%	i	0.3	-39%	-10%	6%	-6%	-15%	-1.5%	1%
CCCCNC(=O)c1cc2nc3c(c(C(F)(F)F)n2n1)CCc1ccccc1-3	3.7%	i	0.1	40%	-5%	-5%	-6%	8%	4.5%	2%
Cc1cc(N=Cc2c(O)n(-c3ccc4c(c3)OCO4)c(=O)c3ccccc23)ccn1	4.7%	i	0.7	8%	-5%	-5%	-21%	18%	-0.8%	-1%
COc1cccc(CNC(=O)c2csc3c2CCCC3)c1	-2.6%	/	/	15%	-6%	-8%	8%	-13%	0.7%	10%
CCn1ncc(CN2CCN(Cc3cccc(OC)c3)C(CCO)C2)c1C (stereo not drawn)	-4.4%	i	0.3	0%	-4%	2%	-13%	-27%	-1.0%	2%
COc1ccc(S(=O)(=O)c2nnn(-c3cccc(OC)c3)c2N)cc1	-1.0%	i	1.1	8%	4%	-6%	-21%	-4%	-2.3%	3%
